# Assay outcomes from PubChem.
# Nox1 inh: inhibitors of human NADPH oxidase 1 (Nox1) | Q9Y5S8 | HT29 cells, luminol chemiluminescence ROS | inhibition, % at 6.7 µM | 0.81% of 16,000 active
# TLR4 MyD88 blk: blocks binding of human TLR4 to MyD88; O00206; Cell-based TLR4-MyD88 binding inhibition assay; inhibition, % at 10 µM; 0.06% of 16,000 active; in the data active means inhibition above about 45%
# Luminol counter: counter-screen for Nox1 inhibitors: inhibitors of luminol chemiluminescence; HRP/luminol/H2O2 chemiluminescence counterscreen; inhibition, % at 6.7 µM; 0.4% of 16,000 active; AID 1823; further: reference of the scale not given here
# rat GALR2 agon: activates the rat galanin receptor 2; cell-based GALR2 agonist screen; O08726; activation, % at 10 µM; 0.5% of 16,000 active; in the data active means activation above about 15%
# NOTCH ag: agonists of NOTCH signaling; NOTCH signaling luciferase reporter cells, luminescence; activation, % at 2.5 µM; 0.4% of 15,000 active; AID 434982; in the data active means activation above about 2.2%
# KOR antag MB: antagonists of human kappa opioid receptor OPRK1, Maybridge library | OPRK1 cells, antagonist mode, fluorescence readout | inhibition, % at 9 µM | P41145 | 0.4% of 16,000 active | AID 652031; in the data active means inhibition above about 50%
# S1P1 ag: S1P1 (human) receptor agonism; P21453; S1P1 agonist cell-based reporter assay; activation, % at 4.5 µM; 1.5% of 16,000 active; in the data active means activation above about 80%
# Target sequence (P21453 whole entry, looked up): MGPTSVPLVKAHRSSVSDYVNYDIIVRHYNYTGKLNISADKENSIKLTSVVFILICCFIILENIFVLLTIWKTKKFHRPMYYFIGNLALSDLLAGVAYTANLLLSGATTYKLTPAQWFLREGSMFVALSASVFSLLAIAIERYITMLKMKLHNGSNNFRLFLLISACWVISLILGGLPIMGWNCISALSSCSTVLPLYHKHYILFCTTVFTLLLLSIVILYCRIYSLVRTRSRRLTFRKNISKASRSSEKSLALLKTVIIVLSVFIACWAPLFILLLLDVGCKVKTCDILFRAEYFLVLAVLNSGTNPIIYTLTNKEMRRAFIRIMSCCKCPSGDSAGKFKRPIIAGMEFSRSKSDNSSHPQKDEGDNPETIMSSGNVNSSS
# PME-1 Maybr inh: Maybridge compound blocking human PME-1. Q9Y570. recombinant PME-1, FP-Rh probe fluorescence polarization. inhibition, % at 9 µM. 0.5% of 16,000 active. AID 2291; in the data active means inhibition above about 30%
# Target sequence (Q9Y570 whole entry, looked up): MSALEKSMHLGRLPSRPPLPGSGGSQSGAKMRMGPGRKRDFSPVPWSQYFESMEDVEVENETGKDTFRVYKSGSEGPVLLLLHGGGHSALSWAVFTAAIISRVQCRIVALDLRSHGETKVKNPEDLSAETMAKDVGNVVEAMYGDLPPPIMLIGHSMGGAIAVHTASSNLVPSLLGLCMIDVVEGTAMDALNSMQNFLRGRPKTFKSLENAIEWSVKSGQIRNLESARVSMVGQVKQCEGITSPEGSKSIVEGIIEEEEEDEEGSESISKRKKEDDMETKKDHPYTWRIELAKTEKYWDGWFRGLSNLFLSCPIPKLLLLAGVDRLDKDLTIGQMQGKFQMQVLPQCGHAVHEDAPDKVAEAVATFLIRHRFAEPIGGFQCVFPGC
# * = called active by the depositor. Unless noted, no stated cut-off is given here; in the data, active means inhibition above about 75%; inactive means the rest. Not all compounds are listed; the hit share may differ from the screen's.
SMILES,Nox1 inh,TLR4 MyD88 blk,Luminol counter,rat GALR2 agon,NOTCH ag,KOR antag MB,S1P1 ag,PME-1 Maybr inh
CC1(C)OC(=O)C(=CNc2ccc(F)c(Cl)c2)C(=O)O1,-42,-9,2,-2,-0.2,-14,-26,0
CS(=O)(=O)/C(C#N)=C/c1ccc(-c2cccs2)s1,-12,-1,1,-9,0.4,23,-5,3
CN(C)c1ccc(C2CC(=O)C=C(NCc3cccs3)C2)cc1 (centres undefined),-2,-3,-10,-8,0.1,0,17,5
CNc1ncnc(NNC(=O)Nc2ccc(OC(F)(F)F)cc2)c1[N+](=O)[O-],-8,9,3,-6,-0.9,3,-24,4
O=Cc1c(O)c2ccccc2c2ccccc12,-107,0,-5,-4,-0.1,72*,14,31*
CSc1n[nH]c(-c2ccccc2)c1C#N,7,-17,-2,-7,-0.2,-5,-19,-2
CC(=O)Nc1ccc(I)cc1,1,-23,-4,-6,-0.3,25,-2,3
CCCc1cnc(N2CCN(C(=O)c3sc4ccccc4c3Cl)CC2)nc1,15,4,-7,-2,-0.8,-7,-10,3
Cc1onc(-c2c(F)cccc2Cl)c1C(=O)n1ccc(-c2cccs2)n1,-50,-4,3,-6,-0.5,11,36,4
CCOC(=O)c1c(N=Cc2ccccc2Cl)n[nH]c1C,-33,-3,4,-7,-0.2,-1,32,-4
CCOC(=O)Cc1c(C)[nH]n(-c2ccccc2)c1=O,44,7,2,-6,0.0,24,-4,0
O=C(CSc1ccc(F)cc1)N1CCN(c2ccccc2)CC1,-4,-8,-6,-6,-0.4,6,-8,4
FC(F)(F)c1ccc(N2CCN(Cc3cc(Cl)cc4c3OCOC4)CC2)nc1,-11,8,2,-9,0.0,12,25,-3
CC(=O)/C(=C\N(C)C)Sc1ccccn1,-41,-2,2,-6,-0.6,-2,-10,-1
Cc1[nH]ncc1-c1nc(-c2ccc(Cl)cc2)no1,-3,-1,3,-3,0.0,11,64,-5
Cc1cc(-c2c(C(=O)O)c(C)nn2-c2ccccc2)no1,-62,-13,2,-4,0.1,5,-9,-4
CC1(C)C2CC[C@](C)(C2)C1NS(=O)(=O)c1ccc(Cl)cc1 (some centres undefined),-49,-6,-4,-5,-0.1,1,-19,2
O=C1SC(c2ccccc2)=N/C1=C/c1ccc(C(F)(F)F)cc1,-73,5,4,-5,-0.2,28,3,-3
O=S(=O)(Nc1ccccc1Sc1c(Cl)cncc1Cl)c1ccc(Cl)cc1,-28,1,3,-3,-0.3,0,38,21
Cc1nc(C(F)(F)F)c(C(=O)O)cc1-c1nc(-c2ccccc2)cs1,-55,1,4,-3,-0.4,-2,0,0
Cc1ccc(S(=O)(=O)NC(=O)NNC(=O)c2cc(C(C)(C)C)nn2Cc2ccc(F)cc2)cc1,-18,7,7,-7,0.1,-4,-6,-2
N#CC(c1ccc2c(c1)OCO2)N(Cc1ccccc1)C(=O)c1sc2ccccc2c1Cl (centres undefined),-2,-10,-5,-3,0.2,10,-1,1
CCOC(=O)NC(C(=O)OCC)(c1ccc(F)cc1)C(F)(F)F (centres undefined),17,-1,-3,-3,0.0,22,3,4
CCC(C)NC(=O)c1c(OC)ccc([N+](=O)[O-])c1OC (centres undefined),-12,-1,0,-7,-0.3,3,3,3
CSc1nn(-c2ccccc2)c[n+]1-c1ccccc1,-16,10,-6,-13,-0.8,-1,-1,2
COC(=O)c1ccc(/N=C/N(C)C)o1,-10,6,-5,-1,-0.2,-84,0,2
CC(C)C(=O)Nc1cscc1S(=O)(=O)c1ccc(Cl)cc1,-63,-3,3,-3,-0.6,1,5,-2
Cc1noc2ncnc(SCc3ccc(C(F)(F)F)cc3)c12,32,-11,-5,-2,0.0,8,19,9
COc1ccc(CC(=O)n2nc(-c3ccc(F)cc3)cc2SC)cc1OC,-21,0,-4,-6,1.8,-7,3,1
COCCNC(=O)c1cnc2ccccc2n1,-41,0,1,-7,-0.4,4,-4,0
O=C(CSc1nnc(-c2ccncc2)n1Cc1ccccc1)Nc1nnc(-c2ccco2)s1,18,-13,1,-7,-0.3,2,4,0
N#CC(C#N)=CNNc1ncnc2sccc12,-40,9,3,-10,-0.4,-6,-2,3
COC(=O)CC1C=CS(=O)(=O)C1 (centres undefined),0,-3,-6,-4,-1.0,4,-21,7
CCOC(=O)c1ccc(N2CCOCC2)c(NS(=O)(=O)c2ccc(F)cc2)c1,-33,0,1,-2,0.6,7,-30,-2
CC(C)(C)C(=O)/C=C1\NC(=O)CS1,-39,8,4,-6,-0.3,19,-6,2
O=C(Oc1cc(S(=O)(=O)c2ccccc2)ccc1[N+](=O)[O-])c1ccc(Cl)cc1,-91,12,4,-2,-0.2,-5,9,4
O=C1OC(c2ccccc2)=C/C1=C/c1ccccc1,-31,4,3,-4,0.2,18,9,-4
O=C(c1ccc(Cl)cc1)N1C(=O)c2ccc([N+](=O)[O-])cc2C1=O,-5,-9,-4,-2,-0.9,14,-1,3
O=C(/C=C(\C(=O)c1ccccc1)c1ccccc1)c1ccc(F)cc1,-3,-15,-3,-6,-0.4,43,9,6
CC1(C)CC(Nc2ccc(Nc3ccccc3)cc2)CC(C)(C)N1,103*,-1,4,0,-0.3,24,-9,5
Cc1ccc2nc(S/C=C/C(=O)c3ccc(Cl)cc3)[nH]c2c1,-6,-4,1,-3,-0.2,-7,-23,-7
CC(C)(C)C(=O)OCc1noc(-c2ccc(Cl)c(Cl)c2)n1,-34,-6,1,-6,0.6,-13,27,5
CN1c2ccsc2C(=O)/C(=N\Nc2cccc(C(F)(F)F)c2)S1(=O)=O,-16,11,19,-8,-0.6,-4,87*,0
CC1=NN(c2ccc([N+](=O)[O-])cc2)C(=O)C1[N+](=O)[O-] (centres undefined),-44,1,4,-5,-0.5,-2,-10,-4
CC(=O)c1sc(-c2cccs2)cc1N,-23,4,2,-7,-0.3,1,-9,3
O=C(Sc1ccccn1)c1cnn(-c2ccc([N+](=O)[O-])cc2)c1C(F)(F)F,-23,1,1,-5,0.6,-3,-17,1
CCOC(=O)/C(C#N)=C/c1ccsc1,15,-4,-5,-7,-0.2,6,-12,3
COC(=O)c1ccccc1NC(=S)N(N)CCO,-62,2,4,-2,-0.5,16,-57,-3
COC(=O)c1cc(OC)c(OC)cc1NS(=O)(=O)c1ccsc1C(=O)OC,-25,3,3,-7,-0.4,-14,6,2
O=C(CSc1ccccc1[N+](=O)[O-])NNC(=O)c1sc2ccccc2c1Cl,25,0,-2,-2,0.2,-13,3,7
CCCc1c(C(=O)OCC)cnn1-c1ncc(C(=O)OC)c(C(F)(F)F)n1,-54,0,-1,-4,-0.1,-8,-1,1
Cc1ccc2[nH]c3c(c2c1)CCCCC3,-120,-5,-1,10,-0.9,16,-11,2
O=C(CSc1nc2cc(Cl)c(Cl)cc2[nH]1)c1ccc2c(c1)OCO2,11,-4,-1,-8,0.1,5,1,-6
Cc1oc(C(C)(C)C)cc1C(=O)NCc1csc2ccc(Cl)cc12,-19,6,3,-7,-0.5,2,-6,-10
Cc1cc(NC(=O)CN2CCCC2)no1,-34,-6,0,-6,-0.5,-7,-1,5
O=C(CC1NCCN(Cc2ccccc2)C1=O)N/N=C/c1cc(Cl)cc(Cl)c1O (centres undefined),27,-7,-8,0,0.4,-3,-2,6
N#Cc1cccnc1NNC(=O)CC1(CC(=O)O)CCCC1,-35,6,-1,-6,-0.4,2,9,0
O=C1OC(c2ccccc2)=N/C1=C\c1ccco1,-57,-8,5,-4,-0.4,10,-23,-1
O=C(NC1Cc2ccccc2C1)C1CCN(C(=O)OCc2ccccc2)CC1,5,-20,-5,-6,-1.3,-14,6,2
CSc1nc(COc2ccccc2Cl)nc(-c2cccs2)c1C#N,-64,1,0,-6,-0.5,7,-7,3

# Structures from the list above that have an aryl methoxy group, in the order listed:
SMILES,Nox1 inh,TLR4 MyD88 blk,Luminol counter,rat GALR2 agon,NOTCH ag,KOR antag MB,S1P1 ag,PME-1 Maybr inh
CCC(C)NC(=O)c1c(OC)ccc([N+](=O)[O-])c1OC (centres undefined),-12,-1,0,-7,-0.3,3,3,3
COc1ccc(CC(=O)n2nc(-c3ccc(F)cc3)cc2SC)cc1OC,-21,0,-4,-6,1.8,-7,3,1
COC(=O)c1cc(OC)c(OC)cc1NS(=O)(=O)c1ccsc1C(=O)OC,-25,3,3,-7,-0.4,-14,6,2

# 2 entries from above, field by field.
CCOC(=O)c1ccc(N2CCOCC2)c(NS(=O)(=O)c2ccc(F)cc2)c1
  Nox1 inh: -33
  TLR4 MyD88 blk: 0
  Luminol counter: 1
  rat GALR2 agon: -2
  NOTCH ag: 0.6
  KOR antag MB: 7
  S1P1 ag: -30
  PME-1 Maybr inh: -2

CN(C)c1ccc(C2CC(=O)C=C(NCc3cccs3)C2)cc1 (centres undefined)
  Nox1 inh: -2
  TLR4 MyD88 blk: -3
  Luminol counter: -10
  rat GALR2 agon: -8
  NOTCH ag: 0.1
  KOR antag MB: 0
  S1P1 ag: 17
  PME-1 Maybr inh: 5

# Further records
SMILES,Nox1 inh,TLR4 MyD88 blk,Luminol counter,rat GALR2 agon,NOTCH ag,KOR antag MB,S1P1 ag,PME-1 Maybr inh
CN(C)c1ccc(/C=N/O)c(F)c1C#N,5,5,-1,-12,-0.9,2,25,-2
Fc1cc(Br)c(-n2cccc2)c(Br)c1,10,0,-2,-7,0.5,4,33,1
N#C/C(=C\NC1CCN(Cc2ccccc2)CC1)S(=O)(=O)c1ccccn1,-8,-2,-1,-8,0.1,-14,1,0
c1ccc(C2=Nn3c(nnc3-c3cccs3)SC2)cc1,-48,-13,-1,-4,-0.6,13,-14,-1
OC(CNCCNc1ncccc1C(F)(F)F)Cn1ccc2ccccc21 (centres undefined),-37,4,-2,-7,0.5,-26,-10,-2
NNC(=O)CC12CC3CC(CC(C3)C1)C2,-2,1,-1,-9,0.0,-5,-2,0
N/C(=N/OC(=O)Nc1ccc(Cl)cc1)c1csc([N+](=O)[O-])c1,-18,-1,2,-9,-0.4,-3,-8,-1
COc1cc(NS(=O)(=O)c2ccc(NC(=O)c3ccco3)cc2)nc(OC)n1,-1,0,-2,-7,-0.4,-6,-6,-2
Cc1cc(C)n(NC(=S)NC2CCCC2)c(=O)c1C#N,-17,-4,16,-10,0.1,4,-6,-3
CNC(=O)c1ccccc1Sc1ccc([N+](=O)[O-])cc1C(=O)O,-10,-9,-5,-3,-0.1,-3,-22,5
O=C(NCC1CC1)Nc1sccc1-n1cccc1,-30,-17,1,-8,-0.4,-6,-3,5
CS(=O)(=O)c1csc(C(=O)NCc2cccnc2)c1Cl,-52,4,-3,-7,-0.3,0,1,4
Cn1ncc(Br)c1NC(=O)CN1CCOCC1,-43,15,4,-6,-0.6,6,9,-3
Cc1ccc(C(=O)Nc2ccc3ccccc3n2)cc1,-12,-3,2,-10,-0.1,2,-3,-10
O=C(CSc1n[nH]c(=O)n1C1CC1)c1cc(-c2ccccc2)no1,65,9,8,-7,-0.6,3,13,-10
N/C(CC(=O)Nc1ccc(F)c(Cl)c1)=N\O,8,-4,-3,-7,0.0,-19,-5,1
CC(=O)CC1(O)C(=O)Nc2ccc(F)cc21 (centres undefined),10,-6,-4,-3,-0.3,19,-18,6
Cc1onc(-c2c(Cl)cccc2Cl)c1C(=O)NC(=S)N1CCOCC1,-48,-1,1,-4,-0.8,-2,-2,2
COc1cc(-c2n[nH]c(=S)n2Cc2ccccc2)cc(OC)c1OC,-32,-7,2,-8,-0.4,-3,-18,0
O=C(O)c1[nH]c(=O)[nH]c(=O)c1[N+](=O)[O-],18,-3,-5,0,0.4,16,-6,4

# 6 compounds out of the list above, sorted by the number in TLR4 MyD88 blk, low to high.
mol | TLR4 MyD88 blk
c1ccc(C2=Nn3c(nnc3-c3cccs3)SC2)cc1 | -13
Cc1cc(C)n(NC(=S)NC2CCCC2)c(=O)c1C#N | -4
Cc1ccc(C(=O)Nc2ccc3ccccc3n2)cc1 | -3
N/C(=N/OC(=O)Nc1ccc(Cl)cc1)c1csc([N+](=O)[O-])c1 | -1
COc1cc(NS(=O)(=O)c2ccc(NC(=O)c3ccco3)cc2)nc(OC)n1 | 0
CN(C)c1ccc(/C=N/O)c(F)c1C#N | 5

# Further results
SMILES,Nox1 inh,TLR4 MyD88 blk,Luminol counter,rat GALR2 agon,NOTCH ag,KOR antag MB,S1P1 ag,PME-1 Maybr inh
O=S(=O)(Cc1ccc(Cl)cc1)CC(O)COc1ccc(F)cc1 (centres undefined),-25,7,1,-2,-0.4,-16,1,4
Cc1cc(C)n(-c2ccc(N3CC(C)OC(C)C3)nn2)n1 (centres undefined),-15,4,-3,-5,0.1,10,-2,4
Cc1ccc(S(=O)(=O)NC(=O)Nc2cc(C(C)(C)C)on2)cc1,18,-2,-4,-4,-0.2,11,-2,1
Cc1cc(C=C(C#N)C#N)c2c(C)ccc(C(C)C)cc1-2,-9,-4,13,-3,0.3,10,-23,16
Cc1cc(O)c([N+](=O)[O-])c(=O)[nH]1,9,0,-6,-3,-0.1,10,-9,4
O=[N+]([O-])c1ccc(N/N=C/c2ccccc2)c([N+](=O)[O-])c1,-11,-4,-6,-6,0.1,-25,-3,6
O=C1CC(N2CCN(c3ccccc3)CC2)C=C1Nc1ccc(Cl)cc1 (centres undefined),-8,-5,-5,-4,-0.3,-34,-6,7
O=S(=O)(NCCSCc1ccco1)c1ccc(Cl)cc1,16,6,-3,-6,-1.1,-5,6,-5
